DRD3 agonist: activates the human D3 dopamine receptor; max activation, %; 410,000 compounds, 0.58% hits; AID 652048; D3R DiscoveRx beta-arrestin cells, luminescence, 90 min; in the data active = max activation above about 30%; also: 0% is about no effect; mostly tested at two doses, the higher about 12 µM
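Agonist-mode cell screen: cells plated at 1500/well and incubated overnight at 37 °C, then exposed to library compounds for 90 min at 37 °C. Detection reagent was added for 30–60 min at room temperature, and luminescence was read.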
PLK1 PBD inh: PLK1 (human) polo-box domain binding inhibition | P53350 | Plk1 PBD binding of FITC phosphopeptide, fluorescence polarization | Potency, µM, for the others: max response, negative = inhibition, actives largely listed as inhibitors | 360,000 compounds, 2.8% hits; also: potency is read from the fitted curve at half-maximal effect; series mostly up to about 57 µM; % is scaled to controls: 0 for no effect and ±100 for the full control effect; nearly all actives have a fitted effect of over 65% in size
GLP-1R inv ag: inverse agonists of human GLP-1 receptor. P43220. HEK293 GLP-1R CRE-luciferase, luminescence, 24 h; GLP-1R form is constitutively active. Potency, µM (doses to about 38.3 µM), inactives show at the highest dose activity change, negative = inhibition, usual class: inhibitors. 410,000 compounds, 1.6% hits; also: potency is read from the fitted curve at half-maximal effect; % is scaled to controls: 0 for no effect and ±100 for the full control effect; nearly all actives have a fitted effect of over 55% in size
Target sequence (P43220 whole entry, looked up): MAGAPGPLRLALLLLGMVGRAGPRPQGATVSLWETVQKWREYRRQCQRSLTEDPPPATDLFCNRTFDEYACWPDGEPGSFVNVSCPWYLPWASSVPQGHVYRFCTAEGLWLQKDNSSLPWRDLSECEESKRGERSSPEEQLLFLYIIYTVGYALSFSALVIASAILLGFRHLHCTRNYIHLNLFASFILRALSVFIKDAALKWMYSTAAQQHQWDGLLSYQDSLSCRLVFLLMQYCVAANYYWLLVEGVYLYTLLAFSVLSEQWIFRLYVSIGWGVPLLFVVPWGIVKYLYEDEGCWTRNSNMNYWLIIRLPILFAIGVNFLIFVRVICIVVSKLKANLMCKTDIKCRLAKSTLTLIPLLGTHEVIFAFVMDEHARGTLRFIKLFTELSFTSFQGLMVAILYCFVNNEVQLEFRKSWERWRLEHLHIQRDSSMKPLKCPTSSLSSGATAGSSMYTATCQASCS
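Seeding at 200 cells/uL, 12 h culture, 24 hr compound treatment, then luciferase reagent and a luminescence read; cells are HEK293 stably expressing a constitutively active GLP-1R plus cAMP-responsive luciferase.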
WRN inhibitor: blocks human WRN helicase | Q14191 | WRN helicase unwinding, fluorescent forked duplex, kinetic | Potency, µM (highest dose often 114 µM), for inactives: at the top dose activity change, negative = inhibition, usual class: inhibitors | 360,000 compounds, 0.46% hits | AID 651768; also: potency is read from the fitted curve at half-maximal effect; % is scaled to controls: 0 for no effect and ±100 for the full control effect; nearly all actives have a fitted effect of over 55% in size
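Screening of the MLSMR collection measured strand separation of a quenched forked DNA duplex (100 nM) by 20 nM WRN with 2 mM ATP, all final. Compounds were preincubated with enzyme 15 min at room temperature.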
HEK293 tox: cytotoxic in the GLP-1 receptor inverse agonist counter-screen; HEK293 cAMP-luciferase reporter cells, luminescence, 24 h; Potency, µM (doses to about 38.3 µM), without a hit: top-dose activity change, negative = inhibition, most hits filed as inhibitors; 410,000 compounds, 0.13% hits;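 also: loss of luciferase light is scored as toxicity; potency is read from the fitted curve at half-maximal effect; % is scaled to controls: 0 for no effect and ±100 for the full control effect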
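Luminescence readout: signal drop marks cytotoxicity. Plated cells grew 12 h at 37 °C, 5% CO2, received 23 nL compound for 24 h, then got luciferase reagent, read after 12 min at RT.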
PI5P4Ka inh: blocks human PI5P4K alpha kinase activity | P48426 | PI5P4Kalpha enzyme, ADP-Glo luminescence, 60 min; hits give low values | max response, % | 330,000 compounds, 1.2% hits | AID 652105; active = max response of -50% or lower; inconclusive = between -30% and -50%; inactive = -30% or higher; also: value at the top dose of about 77 µM; % is scaled to controls: 0 for no effect and ±100 for the full control effect
Target sequence (P48426 whole entry, looked up): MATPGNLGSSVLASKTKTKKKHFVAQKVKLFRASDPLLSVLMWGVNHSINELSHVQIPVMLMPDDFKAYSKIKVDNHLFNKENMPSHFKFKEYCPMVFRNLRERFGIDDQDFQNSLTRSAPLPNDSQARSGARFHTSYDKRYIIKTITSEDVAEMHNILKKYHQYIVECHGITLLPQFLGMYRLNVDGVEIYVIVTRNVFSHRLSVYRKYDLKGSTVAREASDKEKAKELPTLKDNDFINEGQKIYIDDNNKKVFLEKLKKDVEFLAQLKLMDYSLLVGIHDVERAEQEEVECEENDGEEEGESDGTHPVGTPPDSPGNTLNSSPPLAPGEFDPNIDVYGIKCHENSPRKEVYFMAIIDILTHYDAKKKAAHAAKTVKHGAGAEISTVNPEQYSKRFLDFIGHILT
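Human PI5P4Kalpha with substrate in 0.038 M HEPES pH 7.4, 0.28 mM EGTA, 0.1% CHAPS, 5% DMSO; reaction started with 5 microM ATP (final), 60 min at room temperature. ADP formed read by ADP-Glo luminescence.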
D3 antag: antagonists of human D3 dopamine receptor; 360,000 compounds, 2.5% hits; P35462; max response, negative = inhibition, %; D3R cells, DiscoveRx beta-arrestin luminescence, antagonist mode; hits give low values; in the data active = max response below about -50%; inconclusive = no clear call, values can overlap the other calls; also: % is scaled to controls: 0 for no effect and ±100 for the full control effect; mostly tested at two doses, the higher about 12 µM
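Cells plated overnight at 1500 cells/well, then exposed to library compounds with dopamine controls for 90 minutes at 37 degrees C. DiscoveRx reagent added for 30–60 minutes at room temperature; luminescence read, quantitative HTS format.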
GLP1R ag: GLP-1 receptor (human) agonism; P43220; HEK293 GLP-1R CRE-luciferase, luminescence, 4-6 h; cells express a hypersensitive GLP-1R form; Potency, µM (doses to about 45.6 µM), for the others: top-dose activation, hits mostly activators; 380,000 compounds, 0.007% hits; also: potency is read from the fitted curve at half-maximal effect; % of control where 0% means no effect
IL2 activator: activates IL-2 in a cell-based reporter assay; IL-2 activation reporter assay, cell-based qHTS; stimulated with anti-CD3/CD4/CD28 beads; in transgenic mouse T cells; activation, % (series mostly up to about 46 µM); 360,000 compounds, 0.065% hits; AID 652025; in the data active = activation above about 50%; inconclusive = mostly about 30% to 49%; also: 0% is about no effect
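Readout: EGFP and DsRed signals by fluorescent plate cytometry. Unstimulated transgenic mouse T cells received compound 60 min before antibody-bead stimulation, then incubated 18 h at 37 degrees C.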
* = called active by the depositor; ? = inconclusive; · = no result given; [ ] = dose if it differs, or a comment. Unless noted, calls follow the shape of the dose curve; as a rule, active = well fitted curve in the direction sought with a large enough effect; inconclusive = small, poorly fitted or top-dose-only effect, or another doubt; inactive = no such curve, though single readings can be large; an effect the other way counts as inactive or inconclusive.

A first look, 3 compounds:
SMILES	DRD3 agonist	PLK1 PBD inh	GLP-1R inv ag	WRN inhibitor	HEK293 tox	PI5P4Ka inh	D3 antag	GLP1R ag	IL2 activator
Cc1ccc(C(C)NC(=O)C2CCCO2)cc1C (stereo unspecified)	6	-11%	8%	-11%	2%	·	-19	9%	-0.7
O=C(OCC(O)C1OC(c2ccccc2)OC(COC(=O)c2ccccc2)C1O)c1ccccc1 (stereo unspecified)	-2	-1%	?	0%[57.1 µM]	?	-13	-4	5%	-0.4
CN(Cc1ccccc1)C(=O)COC(=O)c1ccc2ccccc2n1	9	0%	15%	3%	13%	-6	7	13%	-4.2

The listing, previewed entries included:
SMILES	DRD3 agonist	PLK1 PBD inh	GLP-1R inv ag	WRN inhibitor	HEK293 tox	PI5P4Ka inh	D3 antag	GLP1R ag	IL2 activator
Cc1ccc(C(C)NC(=O)C2CCCO2)cc1C (stereo unspecified)	6	-11%	8%	-11%	2%	·	-19	9%	-0.7
O=C(OCC(O)C1OC(c2ccccc2)OC(COC(=O)c2ccccc2)C1O)c1ccccc1 (stereo unspecified)	-2	-1%	?	0%[57.1 µM]	?	-13	-4	5%	-0.4
CN(Cc1ccccc1)C(=O)COC(=O)c1ccc2ccccc2n1	9	0%	15%	3%	13%	-6	7	13%	-4.2
Cc1ccc(-c2nc3ccccc3c(=O)n2CCCn2ccnc2)cc1	-2	-8%	-15%	7%	20%	1	-12	3%	-1.3
CC(C)NC(=O)CSc1nc2ccccc2c(=O)n1Cc1ccc(C(=O)NC(C)C)cc1	-7	·	31%[activator]	·	4%	·	·	2%	·
COC(=O)C1=C(C)N=C2SC(C)C(=O)N2C1c1ccc(C(=O)OC)cc1 (stereo unspecified)	-4	-11%	-1%	-10%	72%[activator]	14	?	0%	-1.3
O=c1c2c3c(sc2ncn1/N=C/c1ccc(Br)o1)CCCC3	0	-5%	10%	-10%[57.1 µM]	-23%	·	2	0%	-1.9
O=C(Nc1ccc(Cl)cn1)c1ccc([N+](=O)[O-])o1	2	-4%	75%[activator]	-8%	-20%	1	-4	5%	-3.5
CC(NC(=O)c1sc2cc([N+](=O)[O-])ccc2c1Cl)C(C)(C)C (stereo unspecified)	4	1.2µM*	17%	?	10%	-52*	17	4%	2.3
COc1ccc(-c2c3c(=O)n(C)c(=O)n(C)c3cn2-c2ccccc2)cc1	11	-11%	17%	3%	-16%	-8	-25	-5%	0.3
CC(C)(C)c1cc(CN2CCC(O)CC2)cc(C(C)(C)C)c1O	-2	?	2%	5%	1%	0	?	-5%	-0.1
O=C(CCCOc1ccc(Cl)cc1Cl)Nc1ccccn1	16	-11%	-5%	-15%	-20%	1	5	23%	0.2
COCCCNC(=O)Cn1c(=O)n(Cc2ccc(C(=O)NCc3ccc(C)cc3)cc2)c(=O)c2ccccc21	0	·	3%	·	5%	·	·	0%	·
CCn1ccc(C(=O)Nc2sc3c(c2C(=O)OC)CCC3)n1	-3	-7%	26%	2%	14%	21	33	8%	-3.0
O=C(CCCOc1ccccc1)NCC1CCCO1 (stereo unspecified)	-8	-5%	0%	10%	7%	·	8	2%	-0.5
CCOC(=O)c1c(N)nn(C(=O)C(C)C)c1-c1ccc(OC)cc1	1	-5%	8%	-19%	2%	11	10	3%	-1.3
O=C(OCC(=O)N1CCCC1=O)c1ccc(O)cc1O	4	-6%	1%	-3%	-2%	-7	?	-9%	-0.4
Fc1cccc(CN2CCN(C(=S)NCCc3ccccc3)CC2)c1	-3	-8%	-17%[7.66 µM]	-10%	2%[7.66 µM]	-4	-5	11%	0.9
S=C(Nc1ccc(Oc2ccccc2)cc1)NC1CCCCCC1	4	-20%	10µM*	-10%	?	2	-24	-4%	-4.0
c1ccc(CCc2cn(C[C@H]3CC[C@@H]([C@@H]4CC[C@H](Cn5cc(CCc6ccccc6)nn5)O4)O3)nn2)cc1	10	27µM*	-28%	0%	-24%	-2	102	2%	-3.4
CCOc1ccc2[nH]c(=O)c(C(c3nnnn3Cc3ccco3)N3CCN(C)CC3)cc2c1 (stereo unspecified)	9	-13%	11%	4%	3%	1	7	9%	-1.5
CCOc1ccc(CCNC(=O)CCn2nc(C)c3c(C)n(-c4ccccc4)nc3c2=O)cc1	-5	-17%	?	-5%	-7%	4	25	-3%	-0.6
Cc1ccc(C(=O)N(c2ccccc2)C2CC(C)N(C(=O)c3ccco3)c3ccccc32)cc1 (stereo unspecified)	-1	-1%	10µM*	-4%	-9%	0	56	-1%	-3.4
N#CC1=C(N)SC(N)=C(C#N)C1C1C=CCCC1 (stereo unspecified)	2	-9%	0%	-7%	5%	·	6	-9%	1.4
Clc1ccc(C=NN2CCCCCC2)c(Cl)c1	2	-1%	10%	-11%	13%	0	9	-2%	-0.8
COc1ccc(OC)c(C(=O)c2coc3ccc(OC(C)=O)cc23)c1	-7	-12%	-8%	-7%	-29%	0	5	18%	-0.7
O=C(O)/C=C/c1cn(-c2ncc(C(F)(F)F)cc2Cl)c2ccccc12	0	-10%	3%	-7%	53%[activator]	5	-23	-1%	-2.2
Cc1ccccc1Oc1nc2ccccc2n2cnnc12	-3	9%	1%	-4%	-12%	-8	3	5%	-1.2
CCOc1ccc(C(=O)Nc2ccc(-c3nc4cc(C)ccc4o3)cc2)cc1	-7	·	9%	·	0%	·	·	7%	·
Oc1ccc(C(c2nnnn2C2CCCCC2)N2CCOCC2)cc1 (stereo unspecified)	4	-3%	-7%	-3%	1%	-7	-1	1%	-0.7
Cn1cc(CN2CCC(N3CCNC(=O)CC3)CC2)c(-c2ccccc2F)n1	-14	0%	4%	-12%	0%	0	9	-3%	-0.7
N/C(Cc1ccc([N+](=O)[O-])cc1)=N\OC(=O)Cc1ccccc1	-3	-15%	-5%	2%	5%	-2	-10	-2%	-1.9
Cc1ccc(-n2ncc3c(=O)n(CC(=O)Nc4cccc(Cl)c4)cnc32)cc1C	5	1%	0%	-4%	-24%	14	0	-11%	-0.1
O=C(NCCN1C(=O)C2C3C=CC(C3)C2C1=O)NCc1ccccc1 (stereo unspecified)	-2	6%	-2%	1%	12%	-5	-20	-1%	-3.8
Cc1ccc(CNC(=O)CN2CCN(Cc3ccc(Cl)cc3)C2=O)cc1	-12	-6%	7.9µM*	1%	-27%	12	8	0%	-0.3
CC1=C(C(=O)Nc2ccccc2)C(c2ccc(C)o2)n2c(s/c(=C/c3ccccc3)c2=O)=N1 (stereo unspecified)	-2	-1%	?	-13%	19%	13	-7	-18%	0.4
CSc1cccc(NC(=O)CNC(=O)C2CCCCC2)c1	-2	-16%	51%[activator]	1%	4%	-4	-2	1%	-1.5
Cc1ccc(N2C(=O)c3ccccc3NC2C(C)Cc2ccc3c(c2)OCO3)cc1 (stereo unspecified)	3	2%	?	-1%	-7%	0	40	1%	-1.1
CC(=O)Nc1ccc(S(=O)(=O)NCC(=O)OCc2ccccc2)cc1	0	-1%	4%	-5%	0%	3	9	-3%	1.5
CN(C)S(=O)(=O)c1ccc(Cl)c(C(=O)NCc2ccco2)c1	-28	-10%	2%	1%	1%	·	-9	4%	-3.0
O=[N+]([O-])c1cc(S(=O)(=O)N2CCCCCC2)ccc1Cl	2	-9%	?	-9%	11µM*	2	-15	-6%	-1.2
COc1ccc(NC(=O)COC(=O)C2CC3C=CC2C3)cc1 (stereo unspecified)	2	-8%	-8%	-8%	-1%	6	19	7%	-0.9
O=C(CN(Cc1ccccc1F)S(=O)(=O)c1ccc(Cl)cc1)NCC1CCCO1 (stereo unspecified)	11	-4%	-29%	5%	-7%	0	31	13%	-0.2
COc1cc(NS(=O)(=O)c2ccc(NC(=S)NC(=O)c3ccc(F)cc3)cc2)nc(OC)n1	-15	-21%	42%[activator]	-26%	4%	4	-27	4%	1.9
COc1ccc2nc(NC(=S)N(C)C)sc2c1	-5	5.3µM*	?	-31%	?	?	-15	-1%	-0.6
CCc1nc2ccccc2c(=O)n1/N=C/c1ccc(Cl)cc1	4	2%	-29%	3%	0%	25	16	5%	0.1
CC1CCN(c2ccc(NC(=O)Cc3ccccc3)cc2)CC1	-23	-1%	8%	6%	-12%	-1	-8	-10%	-1.8
COc1cccc(CNc2nc3ccccc3n2CCN2CCCCC2)c1	-42	-3%	?	-14%	?	·	?	-3%	-0.2
O=C(CSc1nc(C2CC2)nc2ccccc12)N1c2ccccc2Sc2ccccc21	-7	?	-8%	-5%	4%	-4	5	2%	-1.1
CCOC(=O)N1N=C(CC)CC1(O)C(F)(F)F (stereo unspecified)	-1	1%	0%	-1%[57.1 µM]	-2%	-6	13	-1%	-1.6
CC(C)OC(=O)CC12CN3CC(CC(=O)OC(C)C)(CN(C1)C(=O)c1ccccc1C3=O)C2=O	0	-10%	-20%	-6%	-1%	0	-17	-12%	0.0
CC1=NCCN1CCNC(=O)Nc1cc(C)cc(C)c1	2	4%	-3%	2%	-4%	-3	31	10%	1.0
O=C(NCc1ccc2c(c1)OCO2)c1ccccc1Cl	19	-4%	12%	-1%	0%	3	-6	14%	0.7
CC(=O)NC(=S)Nc1ccc(S(=O)(=O)N2CCOCC2)cc1	4	?	27%	6%[57.1 µM]	26%	-2	8	9%	0.6
Cc1cc(C)c(C#N)c(SCc2ccc(F)cc2)n1	-2	-2%	4%	2%	12%	-5	18	18%	-3.8
Cn1c(=O)[nH]c(=O)c2c1nc(N1CCN(CCO)CC1)n2CCSc1nc2ccccc2s1	-10	-15%	14%	2%	1%	-1	-66*	4%	-0.5
N/C(=N\OC(=O)Cc1ccc([N+](=O)[O-])cc1)c1ccc([N+](=O)[O-])cc1	-2	-13%	15%	-2%	-7%	1	0	12%	-0.4
COc1cc(C=NNC(=O)Cn2nc(C)cc2C)ccc1OC(=O)C1CC1	-5	2%	15%	-1%	-16%	-4	6	2%	0.5
CCOC(=O)C1CCN(S(=O)(=O)c2cc(Br)cc3c2N(C(=O)CC)CC3)CC1	4	·	2%	·	7%	·	·	0%	·
O=C(Nc1c(C(=O)Nc2ccc(F)cc2)oc2ccccc12)c1ccccc1F	6	·	-1%	·	1%	·	·	-1%	·

Rows are unselected, and some 7.8% of all compounds hit somewhere here.
